High-throughput results: PubChem BioAssay, NMMLSC
RGS4-Gao reg: modulators of RGS4 binding to Galphao, primary screen, biochemical, multiplexed bead flow cytometry | actives lie on both sides | 220,000 tested, 0.33% active | Guanine nucleotide-binding protein G(o) subunit alpha (Homo sapiens), P09471 | binding response (% of control), % at 10 µM | AID 1415, 2008; in the data active = binding response below about 49% or above about 150%; inactive = in between;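 note: fluorescent Galphao activated with aluminum fluoride binding bead-coupled RGS4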
Target sequence (P09471 whole entry, looked up): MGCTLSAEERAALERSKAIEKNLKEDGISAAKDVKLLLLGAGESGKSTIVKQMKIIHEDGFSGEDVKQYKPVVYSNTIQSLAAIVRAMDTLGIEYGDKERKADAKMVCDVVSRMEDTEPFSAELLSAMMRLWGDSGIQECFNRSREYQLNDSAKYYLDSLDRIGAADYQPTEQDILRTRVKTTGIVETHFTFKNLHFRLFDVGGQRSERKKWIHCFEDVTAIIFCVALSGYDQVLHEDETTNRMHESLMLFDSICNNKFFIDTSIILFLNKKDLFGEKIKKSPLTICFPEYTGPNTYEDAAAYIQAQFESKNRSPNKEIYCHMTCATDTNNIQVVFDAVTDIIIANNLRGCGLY
RGS8-Gao: RGS8-Galphao binding modulators, primary screen, biochemical, multiplexed bead flow cytometry | AID 1423, 2008 | 220,000 tested, 0.34% active | Guanine nucleotide-binding protein G(o) subunit alpha (Homo sapiens), P09471 | actives lie on both sides | response (percent of control binding), % at 10 µM; in the data active = response below about 60% or above about 140%; inactive = in between;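 note: Galphao activated as the GDP aluminium fluoride complex binding bead-coupled RGS8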
RGS7-Gao: RGS7-Galphao binding modulators, primary screen, biochemical, multiplexed bead flow cytometry. Guanine nucleotide-binding protein G(o) subunit alpha (Homo sapiens), P09471. binding response (% of control), % at 10 µM. 220,000 tested, 0.35% active. AID 1439, 2008. actives lie on both sides; in the data active = binding response below about 49% or above about 150%; inconclusive = no clear call, values can overlap the other calls; inactive = in between;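 note: fluorescent Galphao held in activated GDP-AlF4 state binding bead-coupled RGS7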
An asterisk follows results filed as active; ? = inconclusive. A portion of the library (hit frequency here may not be typical).

mol	RGS4-Gao reg	RGS8-Gao	RGS7-Gao
Cc1cccc(N(C(=O)CS(=O)CC(=O)Nc2ccc3c(c2)OCO3)C(C)C(=O)NC2CCCC2)c1C (stereo unspecified)	102	104	?
Cc1noc(C)c1C(=O)NNc1ccc(C(C)C)cc1	111	101	?
CCCCN1C(=S)NC[C@@H]1Cc1ccc(O)cc1	99	103	?
COC(=O)c1cnn(-c2ccc(F)cc2F)c1/C=N/NC(=S)NC(C)(C)C	101	102	?
Cc1ccc(S(=O)(=O)CCSc2n[nH]c(=O)n2-c2ccc3c(c2)OCCO3)cc1	103	102	?
COc1ccc(CCNc2c([N+](=O)[O-])ncn2C)cc1OC	99	101	?
CCCNC(=O)c1onc(CSc2cccc(OC)c2)c1C(=O)NCCC	108	106	?
CN(C)/C=N/N(C)c1ncccc1[N+](=O)[O-]	98	99	?
FC(F)(F)c1cccc(Cc2noc(CN(Cc3ccccn3)CC3CCCO3)n2)c1 (stereo unspecified)	100	100	?
CC1=CC(C)(C)N2C(=O)C(=Nc3ccc(O)cc3)c3cccc1c32	96	99	?

(more compounds)
mol	RGS4-Gao reg	RGS8-Gao	RGS7-Gao
CC(C)C[C@H](NC(=O)c1nc[nH]c1C(=O)N1CCc2ccccc2C1)C(=O)OC(C)(C)C	101	102	?
Cn1cnc(S(=O)(=O)Nc2cc(-c3ccc(Cl)cc3)nn2C)c1	102	102	?
COc1cc(C(=O)Nc2ccc(S(=O)(=O)Nc3nccc(C)n3)cc2)c([N+](=O)[O-])cc1OC	100	102	?
CCOC(=O)c1nc(C)c(C(C)=O)s1	93	95	?
Cc1cc(-c2csc(NC(=O)c3ccc(=O)[nH]c3)n2)c(C)n1Cc1ccco1	107	103	?
N=c1ccn(Cc2ccc([N+](=O)[O-])cc2)cc1	103	102	?
Cc1[nH]c(=O)c(C#N)c(C)c1Cl	100	100	?
O=C(O)c1ccc(NC2=C(n3nnc4ccccc43)C(=O)c3ccccc3C2=O)cc1	103	101	?
Cc1ccc(-n2cc(CNCCCn3cccn3)c(-c3cccc(C)c3)n2)cc1	98	105	?
CCOC(=O)C1=NN(c2ccccc2)C2C(=O)N(c3ccccc3OC)C(=O)C12 (stereo unspecified)	95	95	?

The list goes on:
mol	RGS4-Gao reg	RGS8-Gao	RGS7-Gao
CCC(C)[C@H]1CN=C(N)N1CCCc1cc(OC)c(OC)c(OC)c1 (stereo partly specified)	103	105	?
COc1ccc(CCN=C(N)C(C)c2ccccc2)cc1OC (stereo unspecified)	99	99	?
CCOC(=O)/C(C#N)=C/c1cccc([N+](=O)[O-])c1	107	99	?
CCCC(=O)Nc1nnc(-c2ccc3c(c2)OCO3)s1	96	98	?
Cc1onc(-c2ccccc2)c1C(=O)N1CCCN2C(=O)c3ccccc3C21 (stereo unspecified)	96	100	?
C/C=C/C(=O)N1CC2(CC(c3cccc(NC(=O)CC(c4ccccc4)c4ccccc4)c3)=NO2)C[C@H]1C(N)=O (stereo partly specified)	97	99	?
CCOC(=O)N1CCN(c2nc3ccccc3n3cnnc23)CC1	98	99	?
O=C1c2cccc3cc([N+](=O)[O-])cc(c23)C(=O)N1/N=C/c1ccc(O)cc1O	97	100	?
N#Cc1cccc(C#N)c1Oc1ccc(S(=O)(=O)Nc2ccccc2)cc1	103	103	?
COc1ccc(C(=O)N/N=C\c2coc3ccccc3c2=O)cc1	105	99	?

Continued:
mol	RGS4-Gao reg	RGS8-Gao	RGS7-Gao
CCOc1ccc2c(c1)nc(C)n2C	94	98	?
O=C(Nc1ccccc1)Nc1ccc2nnsc2c1	110	105	?
Nc1cc(S(=O)(=O)c2ccc(O)c(N)c2)ccc1O	103	104	?
CNC(=O)NNC(=O)c1csc(Cc2c(Cl)sc3ccc(Cl)cc23)n1	100	102	?
Cc1ccc(N=C(N)N=C(N)N)c(C)c1	96	100	?
O=C(/C=C/c1ccco1)Nc1ccccc1C(=O)Nc1cccc(C(=O)O)c1	93	100	?
CS(=O)(=O)c1ccc2nc(NC(=O)c3ccc(N4CCCC4=O)cc3)sc2c1	103	103	?
CCOC(=O)C1(Cc2cccc(F)c2)CCN(Cc2c(C)nn(CC)c2C)CC1	102	100	?
O=C(O)CSc1nnc(CNc2ccc(F)cc2)n1-c1ccccc1	96	93	?
COc1cc(/C=N/n2c(-c3ccccc3)n[nH]c2=S)cc(OC)c1OC	103	101	?

The list continues.
mol	RGS4-Gao reg	RGS8-Gao	RGS7-Gao
CCOC(=O)c1cc(-c2cccs2)[nH]n1	143	105	?
Cc1nccn1CC(=O)N/N=C/c1c[nH]c2ccccc12	98	100	?
COc1cc(/C=C(\C#N)c2ccccn2)cc(OC)c1O	102	102	?
Cn1cc(C(=O)c2ccc(Cl)cc2Cl)cc1C(=O)N/N=C(\N)COc1ccc(Cl)cc1	98	98	?
CCOC(=O)CN1C(=N)N(c2nc(NC(C)C)nc(OC)n2)CC1=O	111	104	?
Cn1ncc(Oc2ccc([N+](=O)[O-])cc2)c(Cl)c1=O	111	105	?
CCN1CCN(Cc2ccc(NC(=O)c3cc(NC(=O)c4cnn(-c5ccccc5)c4N)cc(OC)c3)cc2C(F)(F)F)CC1	104	104	?
Cc1cc(C)n(CC(C)NCc2c(C(=O)N3CCOCC3)nc3c(C)cccn23)n1 (stereo unspecified)	88	97	?
CCCC(=O)N(C1CC(C)C(C#N)(C#N)C1(C#N)C#N)N(C)C (stereo unspecified)	102	86	?
FC(F)(F)c1cc(N2CCNCC2)c2ccccc2n1	93	99	?

More compounds follow.
mol	RGS4-Gao reg	RGS8-Gao	RGS7-Gao
Cn1cccc1CC(=O)N/N=C/c1ccc(Cl)c([N+](=O)[O-])c1	94	97	?
COC(=O)c1[nH]c(C)c(/C(O)=C2\C(=O)C(=O)N(CCN3CCOCC3)C2c2ccc(C)o2)c1C (stereo unspecified)	97	96	?
O=C(Nc1cccnc1Cl)c1ccc(=O)oc1	102	104	?
Cc1ccc(/C=C2\SC(=S)N(c3cccnc3)C2=O)o1	100	98	?
Clc1ccc2c(c1)nc1n2CCCC1	102	103	?
O=C(O)c1ccc(N/N=C/c2ccc(-c3cc(Cl)ccc3Cl)o2)cc1	86	92	?
COc1cccc(/C=N/NC(=O)CNC(=O)c2cccs2)c1O	93	95	?
O=C(Nc1ccccc1)Nc1csc2ccccc12	98	101	?
COC(=O)c1c(C)nn(-c2ccc(F)c(Cl)c2)c1-c1cc(C)on1	94	99	?
N=C(N)N1CCc2ccccc21	106	99	?

The listing continues:
mol	RGS4-Gao reg	RGS8-Gao	RGS7-Gao
COc1ccc(C(=O)COC(=O)c2ccccc2NS(=O)(=O)c2ccc(O)c([N+](=O)[O-])c2)cc1	101	101	?
CCN(C(=O)c1cc2c(=O)[nH]c3ccc(C)cc3c2s1)c1cccc(C)c1	100	98	?
CCCC(=O)c1ccc(O)cc1O	93	90	?
COc1cccc(OC)c1C(=O)Nc1nc2cc3c(cc2s1)OCO3	102	101	?
CCOC(=O)c1c(C)[nH]c(N=Nc2ccc(OC)cc2)c1C	96	101	?
COC(=O)c1cc2occc2n1Cc1nc(-c2ccccc2F)oc1C	98	98	?
Cc1cccc(-n2ncc3c(NCc4cccnc4)ncnc32)c1	101	100	?
Cc1noc(C)c1NC(=O)NCCN1CCN(Cc2ccccc2)CC1	102	102	?
N/C(=N\c1nc(CSc2ccccn2)cc(=O)[nH]1)Nc1ccc(Cl)cc1Cl	98	101	?
NC1=NC[C@H](Cc2ccc(O)cc2)N1CCc1cc(C(F)(F)F)cc(C(F)(F)F)c1	99	100	?

(next part)
mol	RGS4-Gao reg	RGS8-Gao	RGS7-Gao
COc1ccc(CC(=O)N/N=C/C=C/c2ccc3c(c2)OCO3)cc1OC	98	102	?
C=CCn1c(=O)c2ccccc2n2nnc(C(=O)OCC)c12	107	101	?
COc1cc(CC2COC(c3ccc(O)c(OC)c3)C2COC(C)=O)ccc1O (stereo unspecified)	101	97	?
Cc1ccc(C2C(C(=O)c3cccs3)=C(O)C(=O)N2c2ccc(S(N)(=O)=O)cc2)cc1 (stereo unspecified)	97	98	?
O=C1CCN(S(=O)(=O)c2ccccc2)CCN1CCOCc1ccc(F)cc1	100	97	?
COc1cc(OC)cc(/C(N)=N/O)c1	96	100	?
COc1cc(NC(=S)Nc2ccc(OC(F)F)cc2)cc(OC)c1	104	100	?
CC(=O)Nc1cccc(-c2nn[nH]n2)c1	98	101	?
Cc1cccc(C(=O)Nc2ccc(N3CCN(c4ccc(C(F)(F)F)cn4)CC3)nc2)c1	98	103	?
COc1ccc(/C=C/C(=O)NC(=S)NNC(=O)c2cnccn2)cc1	87	94	?

Following part
mol	RGS4-Gao reg	RGS8-Gao	RGS7-Gao
Cc1ccc(-n2c(SCc3ccc(C(=O)O)cc3)nnc2-c2ccncc2)cc1	113	113	?
CC1(OC(=O)C2CCCC2)C(=O)C=C2C=C(c3ccsc3)OC=C2C1=O (stereo unspecified)	105	106	?
O=C(Cn1c(=O)oc2cc(S(=O)(=O)NCc3ccccc3)ccc21)N1CCCC1	107	104	?
O=C1CSC(c2cccnc2)N1c1ccccc1 (stereo unspecified)	104	103	?
CC(C)(O)c1ccc2c(c1)CCC1C(C)(C(=O)O)CCCC21C (stereo unspecified)	101	103	?
COc1ccc(N2CCC(CNC(=S)Nc3c(C)cc(C)cc3C)C2)cc1 (stereo unspecified)	102	95	?
Cc1ccc(-n2nc(C)c3c(C)c(CCC(=O)Nc4ccc(CN5CCCC5)cc4)c(C)nc32)cc1	105	100	?
Cc1ccc(CCNC(=O)CS(=O)Cc2nc(-c3cccs3)oc2C)cc1 (stereo unspecified)	99	100	?
O=C(c1ccc(Cl)nc1)N1CCN(S(=O)(=O)c2ccccc2)CC1	100	96	?
CC(=O)CSc1nnc(CN2C(=O)CSc3ccc(C(F)(F)F)cc32)n1C	103	99	?

Additional records follow:
mol	RGS4-Gao reg	RGS8-Gao	RGS7-Gao
O=C(C1CCCN1S(=O)(=O)c1cccc2nsnc12)N1CCCCC1 (stereo unspecified)	99	100	?
C[C@H](NC(=O)c1[nH]cnc1C(=O)Nc1ccccc1)C(=O)OC(C)(C)C	110	106	?
O=c1[nH]c2ccccc2nc1C(Nc1ccccc1)c1ccccc1 (stereo unspecified)	102	103	?
COc1ccc(C(=O)c2c(NC(C)=O)sc3c2CCN(C(=O)OC(C)(C)C)C3)cc1	100	97	?
Oc1c(Cl)cc(Cl)cc1C=Nc1cc(C(F)(F)F)ccc1N1CCc2ccccc2C1	97	99	?
OCC[C@H]1C[C@@H](O)[C@H](O)[C@]2(CCCCO2)O1	92	96	?
CCC1(C)Cc2nc(Cl)c(C#N)cc2CO1 (stereo unspecified)	95	98	?
Cc1ccc(NC(=O)N(CCC(=O)O)Cc2ccccc2)cc1	103	103	?
COc1ccc(C2/C(=C(/O)c3ccc(C)cc3)C(=O)C(=O)N2c2ccccn2)cc1OC (stereo unspecified)	97	102	?
Cc1cc(/C=C(\C#N)C(=O)Nc2ccccc2)c(C)n1-c1ccc(C(=O)O)cc1	105	106	?

Further structures follow:
mol	RGS4-Gao reg	RGS8-Gao	RGS7-Gao
COCc1cc(=O)[nH]c(-c2ccccc2OC(F)(F)F)n1	103	100	?
O=C1OCCN/C1=C\C(=O)c1ccc(Cl)cc1	99	100	?
N/C(=N\OC(=O)C(c1ccccc1)c1ccccc1)c1ccncc1	107	103	?
O=C(O)C(Cc1cn[nH]n1)=NO	97	98	?
NC(=O)CC(NC(=O)Cc1cccc2ccccc12)c1ccc(NCCOc2ccccc2)c([N+](=O)[O-])c1 (stereo unspecified)	104	101	?
NNC(=O)c1ccc(COCC(F)(F)C(F)F)cc1	95	99	?
Cc1cccc2c1-c1sc(C(=O)Nc3ccccc3N3CCN(C)CC3)cc1CO2	104	102	?
Cc1nnc(SCCn2c(N3CCC(Cc4ccccc4)CC3)nc3c2c(=O)[nH]c(=O)n3C)s1	100	100	?
Nc1nnc(CC(=O)N/N=C\c2ccc(-c3cccc(Cl)c3)o2)s1	96	100	?
N/C(CS(=O)(=O)c1ccc(F)cc1)=N\O	91	96	?
